# Assay outcomes as filed in PubChem.
# PERK inhibitor – inhibitors of human PERK kinase; CHO PERK-DD fusion, SEAP luminescence translation reporter; inhibition, % at 5.6 µM; 220,000 tested, 0.17% active;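 active means inhibition above the mean inhibition of all tested compounds plus 3 SD, set separately per screening campaign, cut at about 2.9% in these data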;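 further: PERK kinase domain activated by AP20187 dimerizer at 100 nM; 0% = DMSO with dimerizer and 100% = rapamycin at 8.4 µM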
# FXIIa inh 1536 – factor XIIa (human) inhibition; 220,000 tested, 0.3% active; inhibition, % at 5 µM; AID 800; purified FXIIa, Boc-QGR-AMC fluorogenic substrate, 2 h; in the data active means inhibition above about 40%;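 further: 0% = enzyme with no compound and 100% = blank without enzyme; many of its hits are not listed in these tables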
# Furin inh – human furin inhibition; P09958; purified furin, fluorogenic substrate cleavage; inhibition, % at 30 µM; 220,000 tested, 0.061% active; in the data active means inhibition above about 25%; further: inactives centre near -15
# FXIa inh – blocks human coagulation factor XIa protease activity. P03951. purified FXIa, Boc-Glu-Ala-Arg-AMC fluorogenic substrate. inhibition, % at 5 µM. 220,000 tested, 0.14% active;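 active means inhibition of at least 40%; inactive means inhibition below 40%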;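 further: fluorescence of freed AMC excited at 355 nm; 0% = enzyme without compound and 100% = no enzyme blank; many of its hits are not listed in these tables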
# Cl transport mod – modulates chloride dependent transport by human KCC2. AID 1456. Q9H2X9. 190,000 tested, 2.2% active. B-score of Tl+ flux slope (higher = more flux/activation; lower = inhibition) at 10 µM. KCC2 cells, thallium flux FluoZin-2 fluorescence;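 active means thallium flux slope and its plate-corrected score both differing from the plate sample mean at a set confidence after two filtering rounds, in either direction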;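 further: slope of fluorescence scaled to starting intensity during 10 to 20 s after thallium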
# Target sequence (Q9H2X9 whole entry, looked up): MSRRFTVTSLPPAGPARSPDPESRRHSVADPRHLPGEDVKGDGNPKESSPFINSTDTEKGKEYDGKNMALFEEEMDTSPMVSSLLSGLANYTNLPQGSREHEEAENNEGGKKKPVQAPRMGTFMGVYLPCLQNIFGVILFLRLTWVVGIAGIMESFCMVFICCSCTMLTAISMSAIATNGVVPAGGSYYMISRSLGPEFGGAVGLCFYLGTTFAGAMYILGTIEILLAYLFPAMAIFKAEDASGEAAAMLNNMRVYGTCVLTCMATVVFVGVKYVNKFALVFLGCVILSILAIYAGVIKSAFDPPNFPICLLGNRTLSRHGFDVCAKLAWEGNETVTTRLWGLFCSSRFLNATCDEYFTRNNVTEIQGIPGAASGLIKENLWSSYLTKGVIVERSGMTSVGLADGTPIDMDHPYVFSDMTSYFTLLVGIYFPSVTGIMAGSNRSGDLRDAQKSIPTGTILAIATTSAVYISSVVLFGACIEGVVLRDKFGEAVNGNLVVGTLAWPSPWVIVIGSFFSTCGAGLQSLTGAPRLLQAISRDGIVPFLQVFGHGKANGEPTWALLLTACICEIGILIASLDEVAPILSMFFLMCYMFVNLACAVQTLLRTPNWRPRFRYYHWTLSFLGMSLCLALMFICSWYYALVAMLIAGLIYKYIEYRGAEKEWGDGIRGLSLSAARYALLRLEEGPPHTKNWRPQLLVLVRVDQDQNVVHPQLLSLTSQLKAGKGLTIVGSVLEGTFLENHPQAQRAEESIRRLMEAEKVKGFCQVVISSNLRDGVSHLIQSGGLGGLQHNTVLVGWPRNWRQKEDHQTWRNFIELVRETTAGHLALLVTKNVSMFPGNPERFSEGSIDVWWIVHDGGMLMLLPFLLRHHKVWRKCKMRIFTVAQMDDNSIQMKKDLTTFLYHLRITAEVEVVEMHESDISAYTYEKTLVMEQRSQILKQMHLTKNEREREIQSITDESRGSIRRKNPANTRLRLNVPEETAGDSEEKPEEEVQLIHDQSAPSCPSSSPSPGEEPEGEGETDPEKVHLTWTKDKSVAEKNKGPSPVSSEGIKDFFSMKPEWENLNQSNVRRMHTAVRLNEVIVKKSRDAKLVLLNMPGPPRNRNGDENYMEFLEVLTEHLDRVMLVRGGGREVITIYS
# Wee1 degr inh – human Wee1 degradation inhibition, primary screen; P30291; 220,000 tested, 1.2% active; AID 1321; HeLa Luc-Wee1K328M stability, luciferase luminescence; 100% = proteasome inhibitor MG132 effect; reporter increase, % at 5 µM;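 active means activation above the mean of all tested compounds plus 3 SD, set per screening run, cut at about 8.8% in these data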;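 further: cells exposed to compound for 20 h before luminescence read; 0% = DMSO alone and 100% = MG132 at 30 µM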
# p97 inhibitor – inhibitors of human p97 ATPase; 220,000 tested, 0.42% active; inhibition, % at 8 µM; recombinant p97 ATPase, Kinase-Glo ATP luminescence, 3 h; in the data active means inhibition above about 15%;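 further: 0% = DMSO vehicle and 100% = wells lacking enzyme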
# hK5 inh – kallikrein 5 (human) inhibition. recombinant hK5, fluorogenic AMC substrate cleavage. 210,000 tested, 0.59% active. AID 873. Q9Y337. inhibition, % at 5 µM;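 active means inhibition of 40% or more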;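 further: 0% = enzyme controls without compound and 100% = no-enzyme blanks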
# thrombin 1536 – blocks human thrombin protease activity | P00734 | alpha-thrombin, Boc-VPR-AMC fluorogenic substrate cleavage | inhibition, % at 5 µM | 220,000 tested, 0.26% active | AID 1046;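 active means inhibition at or above 40%; inactive means inhibition below 40%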;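 further: 0% = enzyme with no compound and 100% = wells without enzyme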
#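 System – human alpha-thrombin · Medium – pH 7.5 Tris (50 mM) with NaCl 150 mM, Tween 20 0.05% · Compound – single-point dosing at 5 µM, 0.2% DMSO · Incubation – enzyme reaction carried out at room temperature · Technique – fluorescence of released AMC, ex 355 nm, em 460 nm · Read-out basis – % inhibition of thrombin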
# Starred values were filed as active, the others as inactive; / = not tested or not shown; [ ] = dose if it differs, or a comment.
1	CSc1nc2ccccc2n1CC(=O)Nc1cc(C(F)(F)F)ccc1N1CCOCC1
2	CC(=O)Oc1ccc2c(=O)c(Oc3ccccc3[N+](=O)[O-])coc2c1
3	COC(=O)Nc1nnc(-c2ccncc2)s1
4	CCCCn1c(SCC(=O)N2CCCC2)nnc1-c1ccccc1
5	Cc1ccc(C(=O)ONc2ccc(N=NC(=O)c3ccccc3O)cc2)cc1

Compound,1,2,3,4,5
PERK inhibitor,-1.0,1.9,0.7,-0.9,0.0
FXIIa inh 1536,15,14,14,11,26
Furin inh,-10[20 µM],-27,-1[20 µM],-1[20 µM],4[20 µM]
FXIa inh,6,4,0,13,14
Cl transport mod,-0.67,0.19,0.3,1.4,0.18
Wee1 degr inh,-1,0,0,0,2
p97 inhibitor,-4,6,2,-7,1
hK5 inh,-14,-14,-55,39,-120
thrombin 1536,0,-1,-1,16,4

6	COc1ccc(OCc2nc(C#N)c(N3CCN(c4ccc(OC)cc4)CC3)o2)cc1
7	COC(=O)c1c(NC(=O)Cc2cccs2)sc(C(=O)N2CCCCC2)c1C
8	COc1ccc(CC(=O)c2ccc(O)cc2O)cc1OC
9	CCN(Cc1ccccc1)C(=O)c1ccc(CNS(=O)(=O)c2ccc(C)cc2)cc1
10	Cc1ccccc1N1CCN(C(=O)c2ccc(Oc3ccc(C(F)(F)F)cn3)cc2)CC1

Compound,6,7,8,9,10
PERK inhibitor,-0.6,0.0,0.3,-0.8,0.0
FXIIa inh 1536,-2,7,17,-1,12
Furin inh,-8,4[20 µM],-13,-20,-1[20 µM]
FXIa inh,-12,11,4,-4,-7
Cl transport mod,-0.88,-0.75,/,-0.9,/
Wee1 degr inh,-1,-1,1,0,-2
p97 inhibitor,-5,-1,2,-3,-3
hK5 inh,-7,6,-12,-12,-14
thrombin 1536,-4,1,2,-3,-19

11	COCCN(CCOC)C(=O)c1cc2c(=O)n3ccccc3nc2s1
12	COc1ccc(NS(=O)(=O)c2ccc(C)c(C(=O)O)c2)cc1
13	CCCNC(=O)c1c(N)n(-c2cccc(OC)c2)c2nc3ccccc3nc12
14	CCc1ccc(NC(=S)NC2CC3CCCC(C2)N3Cc2ccccc2)cc1 (centres undefined)
15	COc1cc(CNCCN2CCOCC2)ccc1OCc1c(Cl)cccc1Cl

Compound,11,12,13,14,15
PERK inhibitor,-1.1,0.4,0.0,-0.4,-1.1
FXIIa inh 1536,-8,24,-41,5,7
Furin inh,-146,-35,-37,-15,0
FXIa inh,-7,26,-22,-6,6
Cl transport mod,/,0.84,-0.33,1.7,0.92
Wee1 degr inh,-1,1,0,0,7
p97 inhibitor,3,0,2,-7,-2
hK5 inh,-20,5,-106,-3,-8
thrombin 1536,-2,9,-5,-5,-2

16	CCOC(=O)N1CCC(NC(=O)c2cc(-c3ccc(F)cc3)[nH]c2C)CC1
17	COC(=O)C1CCN(C(=O)COC(=O)CCc2nc3ccccc3c(=O)[nH]2)CC1
18	O=C(COc1cccc2ccccc12)NNC(=O)c1cccs1
19	Cc1nn2c3c(cnc2c1-c1ccccc1)C(=O)CC(c1ccccc1)C3 (centres undefined)
20	COc1ccc2c(=O)c3c(=O)n(Cc4ccco4)c(-c4ccc(C)cc4)nc3oc2c1

Compound,16,17,18,19,20
PERK inhibitor,-1.0,0.5,2.5,0.6,-1.5
FXIIa inh 1536,-10,15,3,0,14
Furin inh,-8,-28,-13[20 µM],-6[20 µM],-7
FXIa inh,-6,10,2,-6,2
Cl transport mod,/,4.6*,-0.0068,-0.23,/
Wee1 degr inh,0,-3,1,-2,0
p97 inhibitor,0,8,2,0,12
hK5 inh,2,-12,-18,-3,-14
thrombin 1536,-4,2,0,-2,5

21	C/C(CC(=O)Nc1cccc2c1CCCC2)=N\NC=O
22	CCC/C(O)=C1\C(=O)CC(C)(C)CC1=NCc1ccccc1
23	CCOc1ccc(S(=O)(=O)N2CCN(C(=S)NCc3ccccc3)CC2)cc1
24	Oc1c(Cl)cc(Cl)cc1C=Nc1ccc(Br)cc1
25	COc1ccc(C(=O)Nc2ccc(NC(=O)c3cccs3)c(OC)c2)cc1Cl

Compound,21,22,23,24,25
PERK inhibitor,0.4,-1.9,0.3,0.8,-1.1
FXIIa inh 1536,7,7,1,16,37
Furin inh,-10,-19,-6,-13[20 µM],-7
FXIa inh,-5,7,-7,5,34
Cl transport mod,-0.23,-2.2,-1,-1.6,-0.36
Wee1 degr inh,0,-4,5,-1,-5
p97 inhibitor,-2,1,6,5,-7
hK5 inh,-1,1,-7,-24,24
thrombin 1536,-11,-1,-1,4,5

26	CCC(C)C(NC(=O)OC(C)(C)C)C(=O)NC(CC(C)C)C(N)=O (centres undefined)
27	CCCNC(=O)c1nc(C)n(-c2ccc([N+](=O)[O-])cc2)n1
28	CC(NC(=O)CN1CCN(Cc2ccc(Cl)cc2)C1=O)c1ccc2c(c1)OCCO2 (centres undefined)
29	COC(=O)c1ccccc1OCC(=O)N1CCN(c2ccc(F)cc2)CC1
30	Cc1ccc(S(=O)(=O)C(C)C(=O)c2ccc3c(c2)OCCO3)cc1 (centres undefined)

Compound,26,27,28,29,30
PERK inhibitor,1.0,0.1,-0.4,-0.5,1.4
FXIIa inh 1536,4,8,-3,-8,-2
Furin inh,-12[20 µM],-30,-4,-12[20 µM],3[20 µM]
FXIa inh,0,-2,-8,-9,4
Cl transport mod,-1,0.0086,0.41,-1.2,-0.57
Wee1 degr inh,1,3,0,2,3
p97 inhibitor,1,1,-1,1,5
hK5 inh,-12,-1,-8,4,-38
thrombin 1536,-9,1,-5,-2,-7

31	CCOC(=O)c1nn(-c2ccccc2)c(C(=O)OCC)c1N
32	COc1ccc(NC(=O)CSc2nccn2C)cc1S(N)(=O)=O
33	O=C(CSc1nc2ccccc2c(=O)n1Cc1ccc(Cl)cc1)NCc1cccs1
34	CC(Oc1ccc(Cl)cc1Cl)c1nc(-c2ccccn2)no1 (centres undefined)
35	O=C(NCc1cccc(C(F)(F)F)c1)C1CC(c2ccc(C(F)(F)F)cc2)=NO1 (centres undefined)

Compound,31,32,33,34,35
PERK inhibitor,0.1,0.2,-0.8,-1.3,/
FXIIa inh 1536,-1,7,6,-5,6
Furin inh,-12[20 µM],-32,-17,-17[20 µM],-28
FXIa inh,-13,2,3,-7,0
Cl transport mod,/,-0.17,3.5,-1.2,-0.57
Wee1 degr inh,0,-2,4,-1,/
p97 inhibitor,0,5,2,-1,/
hK5 inh,-15,1,-18,-19,0
thrombin 1536,-3,-2,-11,-7,-3

36	O=C(Nc1ncc(Cc2cccc(C(F)(F)F)c2)s1)c1ccc(-c2cccc([N+](=O)[O-])c2)o1
37	CCN(CC)S(=O)(=O)c1ccc(Cl)c(NC(=O)COc2ccc(OC)cc2)c1
38	Cc1ccc(S(=O)(=O)N(C)C)cc1NC(=S)NC1CCCC(C)C1C (centres undefined)
39	Cc1nn(-c2ccccc2)c(N)c1Sc1ccccc1[N+](=O)[O-]
40	Cc1ccc(C(c2sc3ncnn3c2O)N2CC(C)CC(C)C2)cc1 (centres undefined)

Compound,36,37,38,39,40
PERK inhibitor,-0.1,1.3,-0.1,0.0,0.8
FXIIa inh 1536,6,5,10,-1,-2
Furin inh,-12,-33,-27,-26,-12
FXIa inh,-7,-4,-3,4,2
Cl transport mod,1.7,-0.032,0.94,-0.42,-0.27
Wee1 degr inh,-1,4,1,-2,-2
p97 inhibitor,-5,5,-3,0,4
hK5 inh,3,-2,-10,-5,6
thrombin 1536,-8,-4,-7,-1,2

41	CC(C)C(C)NC(=O)COc1ccc(Sc2ccc(OCC(=O)NC(C)C(C)C)cc2)cc1 (centres undefined)
42	CCC(=O)c1ccc(N2CCN(C(=O)c3ccccc3F)CC2)c(F)c1
43	Cc1ccc(O)c(NC(=O)CCC2CCCCC2)c1
44	CCOC(=O)N1CCC(N2Cc3cccc(C(=O)N4CCN(C5CCCCC5)CC4)c3C2=O)CC1
45	NC(=S)N/N=C/c1cn(CCC(=O)O)nc1-c1cccc(Br)c1

Compound,41,42,43,44,45
PERK inhibitor,0.9,1.1,0.8,0.4,-0.1
FXIIa inh 1536,7,17,21,15,0
Furin inh,-19,-7,-5,-27,-6
FXIa inh,7,-4,4,18,-5
Cl transport mod,0.016,-0.1,-0.91,1.1,/
Wee1 degr inh,-3,-1,9.1*,-2,1
p97 inhibitor,0,1,8,-1,6
hK5 inh,-5,-15,-19,-10,-3
thrombin 1536,-5,1,4,-4,-6

46	O=C(Cn1cnc2scc(-c3ccc(F)cc3)c2c1=O)N1CCOCC1
47	CCOc1ccc(S(=O)(=O)Nc2ccc(Cl)cn2)c(C)c1C
48	O=C(NC1CC2CCCC(C1)N2S(=O)(=O)c1ccccc1)c1ccccc1 (centres undefined)
49	CC(O)CCC(=O)NNC(=S)Nc1ccccc1 (centres undefined)
50	CCOc1ccc(C(=O)NC(=S)Nc2cccnc2)cc1[N+](=O)[O-]

Compound,46,47,48,49,50
PERK inhibitor,-1.6,0.8,-0.9,0.9,0.3
FXIIa inh 1536,10,20,6,8,-3
Furin inh,-7[20 µM],-20[20 µM],-19,-26,-23
FXIa inh,1,21,-8,-3,1
Cl transport mod,0.097,1.3,0.14,-0.014,1.1
Wee1 degr inh,3,0,0,-1,-1
p97 inhibitor,-5,0,-1,3,4
hK5 inh,-17,-14,-2,6,-5
thrombin 1536,-12,13,-7,-5,-3

51	COc1ccc(NC(=O)CSCc2ccccc2C)cc1
52	Cc1ccc(SCCN2CCN(CCc3ccccc3)CCC2=O)cc1
53	CCCC(=O)N1CC(=O)Nc2ccc(F)cc2C1c1ccccc1 (centres undefined)
54	C/C(=N\Nc1ccc(F)cc1F)c1ccc(N2CCOCC2)cc1
55	Oc1ccc(CNCC2COc3ccccc3O2)cc1 (centres undefined)

Compound,51,52,53,54,55
PERK inhibitor,1.1,/,-0.4,0.8,-0.1
FXIIa inh 1536,19,6,13,4,17
Furin inh,-6,-27,-20,-3,-10[20 µM]
FXIa inh,7,-3,8,1,5
Cl transport mod,-1.4,-1.5,0.36,1,/
Wee1 degr inh,0,/,0,8,-1
p97 inhibitor,4,/,0,7,-2
hK5 inh,-16,1,0,-1,-7
thrombin 1536,5,0,2,-3,5

56	CCNc1nc(NC(C)(C)C)nc(N(C#N)CC)n1
57	CCCn1c(Cc2ccccc2)nnc1SCC(=O)N1CCOCC1
58	CC(C)(C)c1ccc(-c2n[nH]c(=S)n2CCCN2CCOCC2)cc1
59	CN(C)c1ccnc(-n2cccc2/C=N/OCc2ccc(F)cc2Cl)c1C#N
60	CCOc1cc(C=C(C(=O)OC)C(=O)OC)ccc1OCc1ccc([N+](=O)[O-])cc1
61	CC(C)(C)C1CCC(OC(=O)CN2CCCCC2)CC1 (centres undefined)

Compound,56,57,58,59,60,61
PERK inhibitor,0.0,-0.7,-0.1,-2.4,-0.5,1.9
FXIIa inh 1536,26,7,-3,2,15,11
Furin inh,-21,-10[20 µM],-8,-5[20 µM],-9[20 µM],-30
FXIa inh,5,-7,-7,-4,0,8
Cl transport mod,/,0.41,-0.22,-0.64,1.1,-0.055
Wee1 degr inh,5,-4,4,8,0,-3
p97 inhibitor,1,-3,-4,-6,2,2
hK5 inh,-16,-3,-11,-9,-9,-1
thrombin 1536,4,-2,1,-1,-11,1
